LDHA block = inhibitors of human lactate dehydrogenase A | P00338 | purified LDHA, NADH/diaphorase-resazurin fluorescence; active compounds read low | activity change, % (values are at about 110 or 230 µM) | actives 0.15% (n = 480,000) | AID 1347041; in the data active means activity change below about -30%; inconclusive means mostly about -25% to -30%;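 further: plate controls were DMSO wells for no effect and wells without enzyme for full effect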
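LDH5 2 nM; NADH 0.06 mM, pyruvate 0.2 mM; 200 mM Tris pH 7.4, EDTA, Tween-20; 5 min RT. Detection: diaphorase 0.133 mg/mL + resazurin 37 µM, fluorescence ex540/em590 at 0 and 20 min; normalized to enzyme-free and DMSO wells.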
mIDH1 inhibitor = human IDH1 R132H inhibition; Potency, µM (series often up to 76.6 µM), for inactives: at the highest dose activity change, negative = inhibition, hits mostly inhibitors; actives 0.093% (n = 390,000); IDH1-R132H enzyme, NADPH consumption, diaphorase/resazurin fluorescence; further: potency means the concentration at half of the fitted maximal effect; on the % scale 0 is the no-effect control and ±100 the full control effect; nearly all actives have a fitted effect of over 65% in size
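IDH1-R132H (0.5 ug/mL) preincubated 30 min with compound, then NADPH (0.016 mM) and alpha-KG (2 mM) added; 80 min at RT, pH 7.5. Remaining NADPH coupled via diaphorase/resazurin to fluorescence (540/590 nm); concentration-response curves normalized to no-enzyme control.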
USP1-UAF1 inh = blocks the human USP1/UAF1 deubiquitinase complex; O94782; recombinant USP1/UAF1, Ub-Rhodamine cleavage fluorescence; Potency, µM (titrated, usually from 57.1 µM), inactives show top-dose activity change, negative = inhibition, hits mostly inhibitors; actives 0.23% (n = 390,000); further: potency means the concentration at half of the fitted maximal effect; on the % scale 0 is the no-effect control and ±100 the full control effect; nearly all actives have a fitted effect of over 60% in size; inactives centre near -12
Target sequence (O94782 whole entry, looked up): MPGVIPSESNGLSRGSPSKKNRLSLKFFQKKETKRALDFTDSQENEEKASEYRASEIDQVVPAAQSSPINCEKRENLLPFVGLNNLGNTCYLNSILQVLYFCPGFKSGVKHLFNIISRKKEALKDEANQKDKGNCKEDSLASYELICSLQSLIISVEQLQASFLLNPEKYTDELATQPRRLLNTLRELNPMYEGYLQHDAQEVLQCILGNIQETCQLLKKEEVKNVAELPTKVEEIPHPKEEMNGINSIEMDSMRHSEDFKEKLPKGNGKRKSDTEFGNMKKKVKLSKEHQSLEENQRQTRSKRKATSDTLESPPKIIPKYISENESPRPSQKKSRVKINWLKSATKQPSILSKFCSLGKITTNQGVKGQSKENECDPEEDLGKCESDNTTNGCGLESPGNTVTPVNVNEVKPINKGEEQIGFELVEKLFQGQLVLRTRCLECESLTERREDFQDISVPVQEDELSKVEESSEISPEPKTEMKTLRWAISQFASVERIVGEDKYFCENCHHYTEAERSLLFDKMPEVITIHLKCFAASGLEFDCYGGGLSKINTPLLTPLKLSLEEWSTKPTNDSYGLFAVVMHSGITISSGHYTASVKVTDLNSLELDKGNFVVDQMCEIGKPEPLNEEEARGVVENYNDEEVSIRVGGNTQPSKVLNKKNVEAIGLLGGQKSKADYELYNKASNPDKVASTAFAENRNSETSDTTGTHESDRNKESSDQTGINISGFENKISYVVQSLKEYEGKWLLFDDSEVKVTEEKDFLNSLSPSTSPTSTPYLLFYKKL
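Step one: compound is pinned into 1nM USP1/UAF1 in HEPES pH 7.8 buffer with TCEP. Step two: 15 min room-temperature incubation. Step three: Ub-Rho (150nM final) starts cleavage, tracked by fluorescence over six one-minute reads.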
Vif-A3G inh = inhibitors of Vif-APOBEC3G interaction. Q9HC16. HeLa A3G-eYFP + Vif (tagged APOBEC3G with the HIV-1 protein that degrades it), YFP fluorescence, overnight. Potency, µM (highest dose often 46.1 µM), inactives show top-dose activity, negative = active, hits mostly inhibitors. actives 0.076% (n = 410,000). AID 602310;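 further: potency means the concentration at half of the fitted maximal effect; on the % scale 0 is the no-effect control and ±100 the full control effect; nearly all actives have a fitted effect of over 60% in size; hits raise eYFP signal because A3G escapes Vif-driven loss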
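HeLa cells stably expressing Vif and C-terminally eYFP-tagged A3G, seeded overnight at 37 deg C, then exposed to compound by pintool overnight at 37 deg C. Rise in yellow fluorescence (Ex 488/Em 500-530, Acumen) marks blocked Vif-driven A3G degradation.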
Vif-APOBEC3F blk = inhibitors of Vif-A3F interaction; HeLa A3F-eYFP + Vif (tagged APOBEC3F with the HIV-1 protein that degrades it), YFP fluorescence increase; Potency, µM (highest dose often 46.1 µM), for the others: at the highest dose activity, negative = active; actives 0.2% (n = 390,000); AID 602313; further: potency means the concentration at half of the fitted maximal effect; % of control where 0% means no effect; nearly all actives have a fitted effect of over 65% in size
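HeLa cells stably expressing Vif plus C-terminally eYFP-tagged A3F were seeded, incubated overnight at 37 deg C, dosed with compound, incubated overnight again at 37 deg C. Yellow fluorescence (Ex 488/Em 500-530) reported blocked Vif-mediated A3F-eYFP degradation.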
GRP78 ERSR act = inducers of ER stress response in human glioma cells; U87-MG GRP78 promoter luciferase reporter, 16 h; Potency, µM, without a hit: at the highest dose activation, usual class: activators; actives 0.02% (n = 420,000); further: potency means the concentration at half of the fitted maximal effect; series mostly up to about 76 µM; % of control where 0% means no effect; nearly all actives have a fitted effect of over 35% in size
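ERSR induction read as luciferase luminescence (Bright-Glo, 10 min at room temperature) in stably transfected human U87-MG glioma cells exposed to compounds for 16 h, using GRP78 as sensor.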
RGS4 inhibitor = blocks human RGS4-accelerated GTP hydrolysis; Transcreener GDP fluorescence polarization, RGS4-accelerated GTP hydrolysis; Potency, µM (highest dose often 114 µM), for inactives: top-dose activity change, negative = inhibition, usual class: inhibitors; actives 0.039% (n = 390,000); P49798; further: potency means the concentration at half of the fitted maximal effect; on the % scale 0 is the no-effect control and ±100 the full control effect; nearly all actives have a fitted effect of over 75% in size; some results filed as inactive show a strong effect at the top dose
Target sequence (P49798 whole entry, looked up): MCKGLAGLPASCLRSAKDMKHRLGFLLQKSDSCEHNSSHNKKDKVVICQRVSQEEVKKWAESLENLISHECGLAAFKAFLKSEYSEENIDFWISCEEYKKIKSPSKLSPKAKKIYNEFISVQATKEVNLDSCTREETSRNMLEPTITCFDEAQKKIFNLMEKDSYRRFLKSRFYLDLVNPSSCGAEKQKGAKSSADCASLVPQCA
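MLSMR compounds (23 nl, pin-transferred) preincubated 10 min at room temperature with a 500nM (2x) first reagent, then RGS4 at 900nM (2x) plus Transcreener GDP mix added; fluorescence polarization (620/688 nm) read before and after 90 min at 30 °C.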
TrxR1 substrate = rat thioredoxin reductase 1 substrate activity; O89049; purified TrxR1 substrate turnover, NADPH consumption readout; Potency, µM (titrated, usually from 114 µM), for inactives: at the highest dose activity change, negative = substrate turnover; actives 0.01% (n = 390,000); AID 588456; further: potency means the concentration at half of the fitted maximal effect; on the % scale 0 is the no-effect control and ±100 the full control effect; nearly all actives have a fitted effect of over 50% in size
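Rat TrxR1, dispensed at 90 nM, was prereduced with 400 uM NADPH (final) for 5 min at ~22 deg C, then incubated with compound 15 min before 400 uM selenite. A first-read NADPH fluorescence drop versus no-compound background flagged substrates.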
TrxR1 inh = rat TrxR1 inhibition; O89049; recombinant rTrxR1, NADPH fluorescence consumption, selenite substrate; Potency, µM (titrated, usually from 114 µM), for the others: at the top dose activity change, negative = inhibition, hits mostly inhibitors; actives 1% (n = 390,000); AID 588453; further: potency means the concentration at half of the fitted maximal effect; on the % scale 0 is the no-effect control and ±100 the full control effect; nearly all actives have a fitted effect of over 65% in size
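Rat TrxR1 (90 nM in the dispensed reagent) was pre-reduced with 400 uM NADPH for 5 min at room temperature, then incubated with compound for 15 min. After 400 uM selenite was added, NADPH fluorescence (Ex 340/Em 450 nm) was followed for 8 min.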
An asterisk follows results filed as active; ? = inconclusive; . = not tested or not shown; & = joins results of further samples; [ ] = remark or other dose. Unless noted, the call rests on the fitted dose curve; in most records, active means well fitted curve in the direction sought with a large enough effect; inconclusive means small, poorly fitted or top-dose-only effect, or another doubt; inactive means no such curve, though single readings can be large; an effect the other way counts as inactive or inconclusive. These rows are one share of the data; count on the stated rates, not on these rows.

The line under a structure holds: LDHA block | mIDH1 inhibitor | USP1-UAF1 inh | Vif-A3G inh | Vif-APOBEC3F blk | GRP78 ERSR act | RGS4 inhibitor | TrxR1 substrate | TrxR1 inh
> CCN1CC2([N+](=O)[O-])CC=C(Cl)C([N+](=O)[O-])(C1)C2 (stereo unspecified)
  -2.2 | 0.0% | -8.3% | -1.5% | -6.4% | -4.3% | 22.1% | -5.3% | 5.8%[57.1 µM]
> CN(C)C(=O)Oc1cccc(-c2cn3cc(Cl)ccc3n2)c1
  3.0 | 12.3% | -22.4% | 0.9% | 2.9% | 0.6% | -18.1% | 12.8% | -3.8%
> COC(=O)C1=C(c2ccc(OCc3ccccc3)cc2)C[C@@H]2CC[C@H]1N2C(=O)NCc1ccc2c(c1)OCO2
  -3.6 | 1.3% | -24.2% | 1.5% | -1.9% | -3.3% | . | . | .
> COC(=O)C1=C(c2ccc(S(C)(=O)=O)cc2)C[C@@H]2CC[C@H]1N2C(=O)NC1CCCCC1
  -3.5 | 6.7% | -22.2% | 0.5% | 2.1% | -6.8% | -1.3% | -2.4% | 20.9%
> COC(=O)C1=C(c2ccc(Cl)c(C(F)(F)F)c2)C[C@@H]2CC[C@H]1N2C(=O)N1CCC(O)(c2ccc(Cl)cc2)CC1
  -4.4 | -2.5% | -14.5% | -8.4% | -16.4% | 5.1% | -7.4% | 5.6% | 17.5%
> CCOc1ccc(C2C(C#N)=C(N)Oc3c2c(=O)oc2ccccc32)cc1 (stereo unspecified)
  -1.6 | 0.0% | -7.7% | -1.6% | 4.0% | -4.6% | -38.9% | -8.0% | -13.9%
> COC(=O)[C@@]1(Cc2ccccc2)[C@H]2C(=O)N(Cc3ccccc3)C(=O)[C@H]2[C@H]2CN=C(SCc3ccc(C#N)cc3)N21
  -1.1 | 3.2%[38.3 µM] | -26.1% | 2.9% | 0.1% | -2.9% | -7.7% | 5.9% | 40.2%[activator]
> O=C(c1ccccc1F)c1cn(CC(=O)N2CCCC2)c2ccccc12
  0.7 | 5.1% | -19.1% | 4.2% | -7.0% | -0.1% | -59.0%[11.4 µM] | -11.5% | -14.2%
> COc1ccc(OCC(=O)N2CCN(Cc3ccc(SC)cc3)CC2)cc1
  -3.4&-7.7 | 0.7%&1.0% | -13.9%&-0.8% | 0.7%&7.3% | 1.3%&6.6% | 0.2%&0.0% | ? | 2.2%&0.1% | 8.4%[57.1 µM]
> O=C1CN(O)C(c2ccccc2)=c2cc(Br)ccc2=N1
  0.5 | -6.1% | -14.5% | 1.9% | 12.5% | -4.9% | -8.0% | 0.1% | 28.7%
> CC12CN3CCN(CC(C3)/C1=N/NC(N)=O)C2
  -0.4 | -5.9% | -21.8% | -0.6% | -11.0% | -3.9% | -3.0% | 5.4% | 20.5%
> CC(=NCc1ccco1)c1c(O)n(-c2ccccc2)c(=O)[nH]c1=O
  -1.5 | -3.7% | -13.7% | 1.8% | 2.9% | -1.7% | 3.9% | 7.7% | -7.4%
> CC1=C[C@@H]2c3cccc4[nH]cc(c34)C[C@H]2N(C)C1
  1.4 | 3.0% | ? | -8.4% | ? | -4.0%&-3.0% | -11.9% | 27.4% | 2.51µM*
> Brc1ccc2[nH]cc(/C=N/N3CCCCC3)c2c1
  2.1 | 2.9% | -12.5% | -0.8% | -7.0% | -1.4% | -37.3% | -8.8% | 5.0%
> N=c1sc2c(n1Cc1ccccc1)CCCC2
  2.7 | 3.2% | -20.0% | 2.5% | -5.6% | -2.0% | -27.4% | -2.5% | 18.5%
> Cc1ccc(-n2c(/C=C/c3ccccn3)nc3ccccc3c2=O)cc1
  -1.6 | -4.2% | -25.0% | -9.1% | -2.8% | -3.0% | 28.1% | 11.0% | 16.5%
> COc1ccc2[nH]cc(CCN=C(N)N)c2c1
  -1.4 | -12.9% | -12.0% | -0.7% | -3.3% | -2.9% | 13.6% | 3.3%[57.1 µM] | 5.9%[57.1 µM]
> C[C@]12CCC3C(CC[C@H]4C[C@H](O)CC[C@]34C)C1C[C@@H](O)[C@@H]2O (stereo partly specified)
  -3.0 | 18.9% | -23.8% | 1.7% | 0.2% | -3.8% | 16.5% | -1.5%[2.29 µM] | 22.6%[57.1 µM]
> COc1ccc(OC)c(N2C(=O)NC(=O)/C(=C/c3ccc([N+](=O)[O-])s3)C2=O)c1
  22.7 | 8.8% | 15.8µM* | -21.7% | 5.8% | -5.5% | ? | 4.6%[57.1 µM] | ?
> CCCCCCN=C(C)c1c(O)n(CCCC)c(=O)[nH]c1=O
  -3.6 | 9.7% | -9.9% | -1.3% | . | ? | -11.6% | -6.9% | -3.0%
> O=S(=O)(c1ccccc1)N1Cc2ccccc2-n2nncc2C1
  -3.1 | -9.6% | -17.4% | -3.4% | -0.2% | 2.0% | . | . | .
> O=[N+]([O-])c1ccc(C2C3C(c4ccccc4)=NC4(CCCCC4)N32)cc1 (stereo unspecified)
  0.4 | -1.5% | -13.0% | 0.9% | 0.2% | -0.7% | -4.1% | 4.2% | 19.7%
> CCOC(=O)CSc1ccc2ccccc2n1
  -2.9 | 1.7% | -19.0% | 0.6% | -15.3% | -1.2% | 16.6% | 9.9%[57.1 µM] | 27.9%[57.1 µM]
> CCN(CC)CCOC(=O)c1cc2cc(COC)ccc2o1
  -24.4 | 0.8% | -24.2% | 0.3% | -4.5% | -4.6% | ? | 19.1%[57.1 µM] | 14.1%[57.1 µM]
> COC(=O)C1=C(c2cccc(OCc3ccccc3)c2)C[C@@H]2CC[C@H]1N2C(=O)NCc1ccc(OC)c(OC)c1
  1.8 | 14.1% | ? | 0.3% | 2.3% | -5.2% | -4.7% | -0.9% | 15.6%
> Cn1c(O)c(C=NCCN2CCOCC2)c(=O)n(C)c1=S
  -10.3 | 0.0% | -10.2% | ? | -6.2% | -4.4% | 5.8% | 1.6%[57.1 µM] | 4.2%[57.1 µM]
> COc1cccc(OC)c1C(=O)NC(=S)N1C[C@H]2C[C@H](C1)c1cccc(=O)n1C2
  -7.1 | 22.1% | -16.0% | 1.4% | -6.6% | -0.3% | -11.9% | 3.6% | 2.4%
> COC1/C=C/C=C(\C)Cc2cc(O)c(Cl)c(c2)N(C)C(=O)CC(OC(=O)C(C)C)C2(C)OC2C(C)C2CC1(O)NC(=O)O2 (stereo unspecified)
  -0.1 | 7.2% | -5.1% | -60.6% | -28.1% | 1.1% | 14.0% | 1.8% | -9.0%
> CC(C)CCC1(CCc2ccncc2)C(=O)NC(=O)NC1=O
  -5.9 | 9.3% | -7.8% | 1.0% | -4.2% | -3.1% | 35.1% | -5.4% | 0.4%
> CC(=NCCCN1CCCCC1)c1c(O)n(Cc2ccccc2)c(=O)[nH]c1=O
  0.8 | -8.4% | 1.1% | 0.1% | -2.8% | 0.5% | 15.7% | 10.9%[57.1 µM] | 0.0%[57.1 µM]
> COc1ccc(-c2cc(=NCC(=O)O)c3ccccc3o2)cc1
  0.2 | 7.0% | -13.5% | 7.1% | -1.3% | -3.4% | -24.1% | . | ?
> COc1ccc(N=C(C)c2c(O)n(C3CCCCC3)c(=O)[nH]c2=O)c(OC)c1
  5.2 | -12.9% | -7.1% | 1.3% | -10.7% | -1.6% | 3.0% | 13.7%[57.1 µM] | -2.9%[57.1 µM]
> C[C@]12CC[C@@H](O)CC1=CC(=O)C1C2CC[C@]2(C)C(=O)CCC12 (stereo partly specified)
  11.4 | 0.2% | -9.6% | 0.2% | 6.2% | -2.7% | -0.1% | 7.7%[57.1 µM] | -60.7%[57.1 µM]
> CC(=O)C1C2c3ccccc3OC1(C)N=c1s/c(=C/c3cnn(C)c3)c(=O)n12 (stereo unspecified)
  -2.5 | 8.4% | -9.1% | 1.6% | 0.8% | -0.8% | -19.9% | -20.3% | -24.0%
> Oc1cc2c(cc1CN1CCN(c3ccccc3)CC1)CCC2
  0.9 | -3.1% | -7.4% | -0.2% | -13.0% | -8.5% | 24.2% | -5.6% | -3.8%
> CCC(CC)N1CCN(Cc2nc3ccccc3c(=O)n2-c2ccc(F)cc2)CC1
  0.4 | -1.6% | -14.2% | 5.5% | 0.9% | -2.4% | -6.3% | 0.0% | 1.5%
> COC(=O)C1=C(C)N(Cc2ccco2)C(=O)/C1=C\c1ccc(N(C)C)cc1
  1.2 | 6.8% | -5.6% | -8.1% | ? | -3.1% | 25.5% | -5.0% | 1.3%
> CCc1ccc(NC(=O)CN2CC(c3ccccc3)CC2=O)cc1 (stereo unspecified)
  -9.8 | -11.9% | -13.4% | 0.3% | -0.1% | -1.5% | 34.3% | -2.2% | 13.2%
> FC(F)=C(F)CCSc1ncn[nH]1
  -8.9 | 7.8% | ? | 2.2% | 13.8% | -0.9% | 25.4% | 5.9% | 3.5%[57.1 µM]
> Cc1ccc(C(=O)CN2CCOCC2)cc1
  . | . | . | -1.5% | . | -0.7% | . | 10.5% | 15.5%
